Source: PubChem BioAssay (National Center for Advancing Translational Sciences (NCATS))
TDP1 block – blocks human tyrosyl-DNA phosphodiesterase 1; Q9NUW8; recombinant TDP1, AlphaScreen DNA substrate cleavage; Potency, µM (highest dose often 130 µM), without a hit: top-dose activity change, negative = inhibition, actives largely listed as inhibitors; actives 0.28% (n = 350,000); note: nearly all actives have a fitted effect of over 40% in size
Target sequence (Q9NUW8 whole entry, looked up): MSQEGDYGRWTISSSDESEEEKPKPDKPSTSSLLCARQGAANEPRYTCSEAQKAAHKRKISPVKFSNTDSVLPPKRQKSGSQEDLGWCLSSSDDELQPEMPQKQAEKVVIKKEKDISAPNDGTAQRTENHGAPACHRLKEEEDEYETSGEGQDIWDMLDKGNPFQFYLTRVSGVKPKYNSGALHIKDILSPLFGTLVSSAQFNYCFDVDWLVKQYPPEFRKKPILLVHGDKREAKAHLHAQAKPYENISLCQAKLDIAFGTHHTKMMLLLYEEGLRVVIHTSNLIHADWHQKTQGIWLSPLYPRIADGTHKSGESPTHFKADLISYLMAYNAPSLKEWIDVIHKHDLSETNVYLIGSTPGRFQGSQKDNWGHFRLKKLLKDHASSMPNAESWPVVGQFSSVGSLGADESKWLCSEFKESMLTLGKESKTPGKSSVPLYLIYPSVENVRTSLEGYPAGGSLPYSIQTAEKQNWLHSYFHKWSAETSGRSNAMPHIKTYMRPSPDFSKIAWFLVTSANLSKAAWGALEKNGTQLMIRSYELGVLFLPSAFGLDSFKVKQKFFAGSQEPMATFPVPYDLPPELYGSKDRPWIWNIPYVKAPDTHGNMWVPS
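Steps: enzyme plus compound, 15 min RT; add biotin/phosphotyrosine-FITC oligonucleotide (15 nM final), react 5 min; add donor/acceptor beads (10 ug/ml final), 10 min; read AlphaScreen. Tdp1 at 1 nM final.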
DT40 TDP1 no CPT – qHTS for Inhibitors of human tyrosyl-DNA phosphodiesterase 1 (TDP1): qHTS in cells in absence of CPT; Potency, µM (highest dose often 46.2 µM), inactives show top-dose activity change, negative = growth inhibition, usual class: inhibitors; AID 686978, 2013; DT40 Tdp1-/- hTDP1 cells, no CPT, ATP luminescence, 48 h; actives 15% (n = 420,000); note: nearly all actives have a fitted effect of over 55% in size
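Camptothecin absent (DMSO only). Human TDP1-complemented DT40 knockout cells, 400 cells/well, 37 °C for minimum 48 hr; ATP measured via CellTiter-Glo, 30 min dark incubation, luminescence.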
DT40 TDP1 CPT – DT40-hTDP1 cell growth loss with CPT. Potency, µM (highest dose often 46.2 µM), for the others: top-dose activity change, negative = growth inhibition, hits mostly inhibitors. chicken DT40 Tdp1-/-;hTDP1 cells + 20 nM CPT, ATP luminescence, 48 h. AID 686979. actives 12% (n = 420,000); note: nearly all actives have a fitted effect of over 55% in size
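Cell growth measured by CellTiter-Glo luminescence after a minimum 48 h, 37 C compound exposure with 20 nM CPT in Tdp1-knockout DT40 cells stably expressing hTDP1, seeded 400/well; qHTS titration format.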
Starred values were filed as active, the others as inactive; ? = inconclusive; nt = not tested or not shown; & = joins results of further samples; ! = a repeat was not active; [ ] = remark or other dose. Calls come from the whole dose curve; as a rule, active = well fitted curve in the direction sought with a large enough effect; inconclusive = small, poorly fitted or top-dose-only effect, or another doubt; inactive = no such curve, though single readings can be large; an effect the other way counts as inactive or inconclusive. % is set by controls: 0 for no effect and ±100 for the full control effect; potency is the fitted concentration of half-maximal effect. These rows are one share of the data; rates above refer to the full screens.

#	SMILES	TDP1 block	DT40 TDP1 no CPT	DT40 TDP1 CPT
1	COc1ccc(-c2cc(C(F)F)nn2-c2ccc(S(N)(=O)=O)cc2)cc1F	-7%[56.1 µM]	-8%	3%
2	COC(=O)N/N=C/c1c[n+]([O-])c2ccccc2[n+]1[O-]	nt	0.042µM*	?
3	CC(C)(C)NCC(O)COc1cccc2c1C[C@H](O)[C@H](O)C2 (stereo partly drawn)	-1%	5%	-7%
4	CN(C)C(=O)CNC(=O)Cc1ccccc1	nt	2%	-1%
5	Cc1ccccc1N1CCN(CCc2nnc3n2CCCC3)CC1	nt	?	?
6	CCOC(=O)c1sc(NC(=O)c2c(-c3ccccc3)c(-c3ccccc3)nn(C)c2=O)nc1C	7%	16µM*	?
7	Cc1ccccc1OCC(O)CO (stereo not drawn)	10%[56.1 µM]	3%	10%
8	Cc1cccc(Cc2c(C)nc3c(-c4ccccc4)c(C)[nH]n3c2=O)c1	-1%	3.7µM*	5.8µM*
9	Cc1nc2c3ccccc3nc(NNC(=O)CCC(=O)N3CCN(c4ccccc4F)CC3)n2n1	3%&7%	?	?
10	CC1(C)O[C@@H]2C[C@H]3[C@@H]4C[C@H](F)C5=CC(=O)C=C[C@]5(C)[C@@]4(F)[C@@H](O)C[C@]3(C)[C@]2(C(=O)CO)O1	-5%	-10%&-28%	?
11	CCOc1ccc2nc(N3CCC(C(=O)Nc4ccccc4CC)CC3)sc2c1	3%	23µM*	?
12	CCN(CCCCOC(=O)c1ccc(OC)c(OC)c1)C(C)Cc1ccc(OC)cc1 (stereo not drawn)	2%	?	?
13	CCOC(=O)c1ccc(NC(=O)c2cc(=O)c3ccc(C)c(C)c3o2)cc1	-5%	?	?
14	CCCC(=O)O[C@]1(C(=O)CCl)[C@@H](C)C[C@H]2[C@@H]3CCC4=CC(=O)C=C[C@]4(C)[C@@]3(F)C(=O)C[C@@]21C	7%	?	?
15	O=[N+]([O-])c1cncn1CCN1CCOCC1	nt	?	-15%
16	NC(=O)C[C@@H](N)C(=O)O	1%	?	-12%
17	CCC(C(=O)Nc1ccccc1N1CCCC1)c1ccccc1 (stereo not drawn)	5%	16µM*	?
18	C=Cc1ccccc1	13%	4%	-3%
19	CCCOc1ccc2nc(NC(=O)OC)[nH]c2c1	5%&6%	0.15µM*	0.094µM*
20	Cc1ccc(C)c(Nc2nc3nonc3nc2Nc2cccc(C)c2C)c1	5%	2.9µM*	3.7µM*
21	CCc1ccccc1OC[C@@H](O)CN[C@H]1CCCc2ccccc21	11%[56.1 µM]	6µM*	16µM*
22	O=C1NC(=S)S/C1=C\C=C\c1ccc([N+](=O)[O-])o1	nt	2.3µM*	1.6µM*
23	O=C(O)c1cc(=O)c2ccccc2o1	3%&7%	?	4%&-56%
24	CN1[C@@H]2CC[C@H]1CC(NC(=O)n1c(=O)[nH]c3ccccc31)C2 (stereo partly drawn)	nt	-4%	1%
25	CC1CCC2(C(=O)O)CCC3(C)C(=CCC4C3(C)CCC3[C@@]4(C)CC(O)C(O)[C@@]3(C)CO)C2C1C (stereo partly drawn)	8%[56.1 µM]	-15%	4%
26	CN(C)CC/C=C1/c2ccccc2COc2ccc(CC(=O)O)cc21	nt	1%&-9%	15%&-3%
27	CC(=O)Nc1ccc(OC(=O)c2ccccc2OC(C)=O)cc1	nt	-28%	0%
28	O=C(O)c1ccc(-n2nc(-c3ccccc3O)nc2-c2ccccc2O)cc1	nt	21µM*	?
29	COc1cc(N)c(Cl)cc1C(=O)N[C@H]1CCN(CCCOc2ccc(F)cc2)C[C@H]1OC	12%[21 µM]	?	?
30	CC1O[C@@H](OCC2O[C@@H](Oc3cc(O)c4c(c3)OC(c3ccc(O)cc3)CC4=O)[C@H](O)[C@@H](O)[C@@H]2O)[C@H](O)[C@H](O)[C@H]1O (stereo partly drawn)	nt	4%	-3%
31	CCCCN(CCCC)CCCOC(=O)c1ccc(N)cc1	5%	?	-3%
32	CN(c1nccc(=O)[nH]1)C1CCN(c2nc3ccccc3n2Cc2ccc(F)cc2)CC1	nt	?	-4%
33	O=C(Nc1cc(-c2ccccc2)nn1-c1ccccc1F)c1ccc([N+](=O)[O-])cc1	nt	?	?
34	O=C(NC1CCN(CCc2c[nH]c3ccccc23)CC1)c1ccccc1	7%	?	?
35	CC(=O)Oc1ccc2c(C)cc(=O)oc2c1	0%	?	-29%
36	Cc1scc2c1N(C(=O)CN1CCN(C)CC1)c1ccccc1NC2=O	8%	-4%&0%&6%&-13%	8%&22%&-4%&18%
37	CC[C@]12CCCN3CCc4c(n(c5ccccc45)[C@](O)(C(=O)OC)C1)[C@@H]32	nt	-18%	-16%
38	CCN(CC)CC1CCCCN1CC(=O)N1c2ccccc2C(=O)Nc2cccnc21 (stereo not drawn)	1%&3%	-15%	-5%
39	CCCOc1ccc(C(=O)OCCN(CC)CC)cc1N	2%[56.1 µM]	-11%&-19%	-12%&9%
40	CCc1cccc(CC)c1NC(=O)CN(CC(=O)O)CC(=O)O	23%[21 µM]	10%	0%
41	Cc1cc(Cn2cnc3c2C[C@@H](C(=O)O)N(C(=O)C(c2ccccc2)c2ccccc2)C3)ccc1N(C)C	17%	2%	-86%
42	Cc1c(C)n(Cc2ccccc2)c2ccc(C(=O)OCCN(C)C)cc12	15%&3%	12µM*	?
43	Cc1cc(=O)oc2cc(O)ccc12	10%[21 µM]	?	6%
44	O=C(O)Cc1cn(-c2ccccc2)nc1-c1ccc(Cl)cc1	4%&3%	?	?
45	CCOC(=O)[C@H](CCc1ccccc1)N[C@@H](C)C(=O)N1C(=O)N(C)C[C@H]1C(=O)O	nt	-7%	-2%
46	CCCC1(c2ccccc2)NC(=O)N(CC(=O)N(C)Cc2c(F)cccc2Cl)C1=O (stereo not drawn)	0%	?	?
47	O=C(NCCCN1CCOCC1)c1ccc(Cl)cc1	0%	-18%	12%
48	CCCCCCCCCCCCCCCC[N+](C)(C)Cc1ccccc1	nt	0.94µM*	1.2µM*
49	CNS(=O)(=O)CCc1ccc2[nH]cc(C3CCN(C)CC3)c2c1	nt	-12%	2%
50	N=c1nc(N2CCCCC2)cc(N)n1O	-3%	3%	-2%
51	C[C@@H]1C[C@H]2[C@@H]3CCC4=CC(=O)C=C[C@]4(C)[C@@]3(Cl)[C@@H](O)C[C@]2(C)[C@@]1(OC(=O)c1ccco1)C(=O)CCl	nt	12µM*	16µM*
52	Cc1c(Cl)cccc1NC(=O)Cn1cc(C(=O)C2CCCCC2)c2ccccc21	3%	?	?
53	c1ccc(-n2cnnn2)cc1	nt	-2%	-4%
54	CN(C)S(=O)(=O)n1cc(/C=C(\NC(=O)c2ccccc2)C(=O)NCCCn2ccnc2)c2ccccc21	8%&8%	-27%&-15%	-21%&-2%
55	CC(C)(C)NCC(O)COc1cccc2c1CC(O)C(O)C2 (stereo not drawn)	8%[56.1 µM]	11%&7%	1%&8%
56	O=C(O)Cc1sc(-c2ccccc2)nc1-c1ccc(Cl)cc1	nt	?	-4%&-15%&-3%&8%
57	COc1cc(C=O)ccc1O	12%[56.1 µM]	2%&-13%	16%&-3%
58	COC(=O)c1ccccc1O	0%&7%	-8%	-11%
59	CCCCC(CC)COC(=O)c1ccccc1O (stereo not drawn)	4%	-2%	-10%
60	CN(C(=O)c1c(O)c2ccccc2n(C)c1=O)c1ccccc1	2%	-20%	14%

Later entries:
#	SMILES	TDP1 block	DT40 TDP1 no CPT	DT40 TDP1 CPT
61	O=C(c1ccccn1)N(Cc1cccs1)C1(C(=O)NC2CCCCC2)CCCCC1	3%	?	-14%
62	CC[C@@]12CCCN3CCc4c(n(c5ccccc45)[C@](O)(C(=O)OC)C1)[C@H]32	-8%[56.1 µM]	-1%	6%
63	CCN(CC)CCOc1ccc(Cc2ccccc2)cc1	-4%&10%	21µM*!	24µM*!
64	CCCCOc1cc(C(=O)OCCN(CC)CC)ccc1N	5%[56.1 µM]	?	?
65	Cn1ccc2cc3c(cc21)CCN3C(=O)Nc1cccnc1	15%	?	7%&1%&-18%
66	CCCC(=O)O[C@]1(C(=O)COC(C)=O)CC[C@H]2[C@@H]3C[C@H](F)C4=CC(=O)C=C[C@]4(C)[C@@]3(F)[C@@H](O)C[C@@]21C	6%	?	24µM*!
67	CCCCCCCCCCCC[N+](C)(C)Cc1ccccc1	nt	1.7µM*	1.5µM*
68	COC(=O)C1=C(C)NC(C)=C(C(=O)OCCN2CCN(C(c3ccccc3)c3ccccc3)CC2)C1c1cccc([N+](=O)[O-])c1 (stereo not drawn)	nt	4.7µM*	6.7µM*
69	C=CCN1C[C@H](C(=O)N(CCCN(C)C)C(=O)NCC)C[C@@H]2c3cccc4[nH]cc(c34)C[C@H]21	nt	-18%	-7%
70	CC(C)OCc1cc(CN2CCN(c3ccccc3)CC2)c(O)c2ncccc12	13%	3.3µM*	4.6µM*
71	C=CCCCCCCCCC(=O)OC	-6%	-29%	-4%
72	CC1(C)[C@@H](O[C@H]2O[C@H](C(=O)O)[C@@H](O)[C@H](O)[C@H]2O[C@@H]2O[C@H](C(=O)O)[C@@H](O)[C@H](O)[C@H]2O)CC[C@]2(C)[C@H]3C(=O)C=C4[C@@H]5C[C@@](C)(C(=O)O)CC[C@]5(C)CC[C@@]4(C)[C@]3(C)CC[C@@H]12	5%	7%&16%	7%&-16%
73	C/C(=N\NC(=S)NCc1ccccc1)C1CCCCC1	8%	6.5µM*	6.5µM*
74	CCOC(=O)c1ccccc1O	nt	14%&7%	3%&6%

In the list so far, these contain four or more nitrogen atoms.
#	SMILES	TDP1 block	DT40 TDP1 no CPT	DT40 TDP1 CPT
2	COC(=O)N/N=C/c1c[n+]([O-])c2ccccc2[n+]1[O-]	nt	0.042µM*	?
5	Cc1ccccc1N1CCN(CCc2nnc3n2CCCC3)CC1	nt	?	?
6	CCOC(=O)c1sc(NC(=O)c2c(-c3ccccc3)c(-c3ccccc3)nn(C)c2=O)nc1C	7%	16µM*	?
9	Cc1nc2c3ccccc3nc(NNC(=O)CCC(=O)N3CCN(c4ccccc4F)CC3)n2n1	3%&7%	?	?
15	O=[N+]([O-])c1cncn1CCN1CCOCC1	nt	?	-15%
20	Cc1ccc(C)c(Nc2nc3nonc3nc2Nc2cccc(C)c2C)c1	5%	2.9µM*	3.7µM*
24	CN1[C@@H]2CC[C@H]1CC(NC(=O)n1c(=O)[nH]c3ccccc31)C2 (stereo partly drawn)	nt	-4%	1%
32	CN(c1nccc(=O)[nH]1)C1CCN(c2nc3ccccc3n2Cc2ccc(F)cc2)CC1	nt	?	-4%
33	O=C(Nc1cc(-c2ccccc2)nn1-c1ccccc1F)c1ccc([N+](=O)[O-])cc1	nt	?	?
36	Cc1scc2c1N(C(=O)CN1CCN(C)CC1)c1ccccc1NC2=O	8%	-4%&0%&6%&-13%	8%&22%&-4%&18%
38	CCN(CC)CC1CCCCN1CC(=O)N1c2ccccc2C(=O)Nc2cccnc21 (stereo not drawn)	1%&3%	-15%	-5%
41	Cc1cc(Cn2cnc3c2C[C@@H](C(=O)O)N(C(=O)C(c2ccccc2)c2ccccc2)C3)ccc1N(C)C	17%	2%	-86%
50	N=c1nc(N2CCCCC2)cc(N)n1O	-3%	3%	-2%
53	c1ccc(-n2cnnn2)cc1	nt	-2%	-4%
54	CN(C)S(=O)(=O)n1cc(/C=C(\NC(=O)c2ccccc2)C(=O)NCCCn2ccnc2)c2ccccc21	8%&8%	-27%&-15%	-21%&-2%
65	Cn1ccc2cc3c(cc21)CCN3C(=O)Nc1cccnc1	15%	?	7%&1%&-18%
68	COC(=O)C1=C(C)NC(C)=C(C(=O)OCCN2CCN(C(c3ccccc3)c3ccccc3)CC2)C1c1cccc([N+](=O)[O-])c1 (stereo not drawn)	nt	4.7µM*	6.7µM*
69	C=CCN1C[C@H](C(=O)N(CCCN(C)C)C(=O)NCC)C[C@@H]2c3cccc4[nH]cc(c34)C[C@H]21	nt	-18%	-7%

Compound profiles (already shown).
Shown for Cn1ccc2cc3c(cc21)CCN3C(=O)Nc1cccnc1 : TDP1 block: 15%; DT40 TDP1 no CPT: ?; DT40 TDP1 CPT: 7%&1%&-18%
Shown for CC1(C)[C@@H](O[C@H]2O[C@H](C(=O)O)[C@@H](O)[C@H](O)[C@H]2O[C@@H]2O[C@H](C(=O)O)[C@@H](O)[C@H](O)[C@H]2O)CC[C@]2(C)[C@H]3C(=O)C=C4[C@@H]5C[C@@](C)(C(=O)O)CC[C@]5(C)CC[C@@]4(C)[C@]3(C)CC[C@@H]12 : TDP1 block: 5%; DT40 TDP1 no CPT: 7%&16%; DT40 TDP1 CPT: 7%&-16%
